pAkt inh: inhibitors of Akt phosphorylation; 0.32% of 360,000 active; Neuro2A IGF-stimulated pAkt S473 HTRF, 20 min; active compounds read low; activity change, % for hits at 50 µM; in the data active = activity change below about -80%; inconclusive = mostly about -51% to -80%; note: % is set by controls: 0 for no effect and ±100 for the full control effect
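Neuro2A cells in DMEM with 0.5% FBS, overnight at 37 deg C, given compound at single 50 µM final, then IGF (6 nM final) for 20 min at 37 deg C. Lysed; phospho-Akt Ser473 by HTRF after 24 h, 665/615 ratio.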
Nrf2 block: inhibitors of Nrf2 signaling | A549 ARE-Fluc reporter, luciferase luminescence, 18-24 h | Potency, µM (highest dose often 46 µM), without a hit: at the top dose activity change, negative = inhibition, most hits filed as inhibitors | 2.1% of 360,000 active; note: potency is the fitted concentration of half-maximal effect; % is set by controls: 0 for no effect and ±100 for the full control effect; nearly all actives have a fitted effect of over 60% in size
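Two sequential reads on A549 ARE_Fluc cells exposed to compound for 18-24 h: a CellTiter-Fluor fluorescence read for viability, then a luciferase luminescence read for Nrf2/ARE activity.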
Nrf2 activator: activates Nrf2 signaling; AREc32 ARE-luciferase reporter (MCF7-derived line), luminescence, 24 h; Potency, µM (titrated, usually from 46.1 µM), without a hit: top-dose activation, actives largely listed as activators; 0.31% of 410,000 active; AID 624171; note: potency is the fitted concentration of half-maximal effect; % of control where 0% means no effect; nearly all actives have a fitted effect of over 65% in size
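AREc32_Fluc, 1000 cells/well, OPTI-MEM + 5% FBS, o/n 37 deg C 5% CO2; 23 nL cpd by pin tool, 24 hr; Steady-Glo 30 min RT, luminescence.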
TGFb SMAD3 inh: inhibitors of TGF-b signaling; 1.2% of 410,000 active; Potency, µM (highest dose often 46.1 µM), inactives show at the highest dose activity, negative = inhibition, hits mostly inhibitors; AID 588855; HepG2 CAGA-GFP TGF-b/SMAD3 reporter, GFP fluorescence, 18 h; TGF-beta stimulated, 500 pg/mL final; note: potency is the fitted concentration of half-maximal effect; % is set by controls: 0 for no effect and ±100 for the full control effect; nearly all actives have a fitted effect of over 65% in size
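Using HEPG2 CAGA-GFP reporter cells at 1000 cells/well, we pinned test compounds, stimulated with recombinant TGF-beta (500 pg/mL final) and measured total well GFP after 18 h.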
MmCpn inh: blocks the Methanococcus maripaludis chaperonin Mm-Cpn; purified Mm-Cpn ATPase, ADP Transcreener TR-FRET; Potency, µM (top dose mostly 76.9 µM), inactives show at the highest dose activity, negative = inhibition, actives largely listed as inhibitors; 0.031% of 330,000 active; AID 504842; note: potency is the fitted concentration of half-maximal effect; % is set by controls: 0 for no effect and ±100 for the full control effect; nearly all actives have a fitted effect of over 80% in size
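ATP (10 uM final) was added to archaeal chaperonin (25 nM final) after 10 min exposure to test compound at 37°C; after 30 min further incubation, ADP was detected by competitive TR-FRET.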
A549 tox: kills or reduces viability of A549 cells in Nrf2 counter-screen; A549 ARE-Fluc cells, CellTiter-Fluor viability, 18-24 h; Potency, µM (titrated, usually from 46 µM), without a hit: at the highest dose activity change, negative = cytotoxicity, hits mostly inhibitors; 0.16% of 390,000 active; note: potency is the fitted concentration of half-maximal effect; % is set by controls: 0 for no effect and ±100 for the full control effect
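Cytotoxicity counterscreen: CellTiter-Fluor fluorescence was measured in A549 ARE_Fluc cells after 18-24 h of compound exposure in a concentration series. The subsequent BugLite luminescent read reports ARE-luciferase activity.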
CCT chaperon mod: changes cytosolic chaperonin activity; activity change, % (no concentration beside the values), hits read low; 0.3% of 360,000 active; purified chaperonin ATPase assay, HTRF ADP detection, 30 min; AID 651819; in the data active = activity change below about -30%; note: % is set by controls: 0 for no effect and ±100 for the full control effect
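We incubate TRiC, 40 or 20 nM final, with library compounds at 76 uM and 10 uM ATP for 30 min at 37 °C. ADP formed is detected with Transcreener HTRF reagents after 30 min at room temperature.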
EPAC2 agonist: activates human EPAC2 exchange factor; Q8WZA2; EPAC2 activation, biochemical qHTS; response scale: 100% = 6.5 mM cAMP response; Potency, µM (top dose mostly 154 µM), for the others: top-dose activation, hits mostly activators; 0.079% of 360,000 active; note: potency is the fitted concentration of half-maximal effect; nearly all actives have a fitted effect of over 50% in size
Target sequence (Q8WZA2 whole entry, looked up): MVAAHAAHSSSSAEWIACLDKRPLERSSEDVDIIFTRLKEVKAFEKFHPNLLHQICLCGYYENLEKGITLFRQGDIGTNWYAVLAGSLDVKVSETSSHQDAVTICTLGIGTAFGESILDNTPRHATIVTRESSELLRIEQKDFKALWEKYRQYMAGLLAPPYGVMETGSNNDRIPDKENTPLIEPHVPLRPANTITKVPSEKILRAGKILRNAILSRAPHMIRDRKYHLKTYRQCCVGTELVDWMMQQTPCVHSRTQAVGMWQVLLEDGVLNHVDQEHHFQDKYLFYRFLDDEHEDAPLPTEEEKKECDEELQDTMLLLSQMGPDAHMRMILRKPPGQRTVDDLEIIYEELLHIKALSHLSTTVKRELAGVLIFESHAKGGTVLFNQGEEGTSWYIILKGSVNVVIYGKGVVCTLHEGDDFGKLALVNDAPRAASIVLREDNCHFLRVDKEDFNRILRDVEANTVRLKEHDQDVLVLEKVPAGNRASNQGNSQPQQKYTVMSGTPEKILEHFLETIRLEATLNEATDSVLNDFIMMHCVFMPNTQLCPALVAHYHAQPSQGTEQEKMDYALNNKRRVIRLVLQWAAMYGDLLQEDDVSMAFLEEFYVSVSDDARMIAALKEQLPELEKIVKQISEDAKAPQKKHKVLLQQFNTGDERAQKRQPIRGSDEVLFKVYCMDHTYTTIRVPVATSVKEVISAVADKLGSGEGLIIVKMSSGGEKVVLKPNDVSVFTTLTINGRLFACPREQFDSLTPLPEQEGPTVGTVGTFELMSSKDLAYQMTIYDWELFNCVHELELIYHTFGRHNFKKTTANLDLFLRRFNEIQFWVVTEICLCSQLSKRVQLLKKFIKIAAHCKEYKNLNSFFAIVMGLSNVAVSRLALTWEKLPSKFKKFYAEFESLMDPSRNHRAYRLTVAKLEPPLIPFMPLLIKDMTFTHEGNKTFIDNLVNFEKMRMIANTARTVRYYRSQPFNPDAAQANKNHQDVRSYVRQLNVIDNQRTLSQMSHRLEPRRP
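EPAC2 (100 nM) mixed with Rap1B loaded with BODIPY-GDP (250 nM) plus 50 uM unlabeled GDP; compounds pinned in, 5 min RT, then read every 5 min for 30 min (ex 480, em 540 nm). Normalized to cAMP control.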
EPAC2 antagonist: EPAC2 (human) antagonism; EPAC2 GEF exchange of Rap1B-BODIPY-GDP, fluorescence; Q8WZA2; 0.18% of 360,000 active; AID 720708; Potency, µM (doses to about 114 µM), inactives show top-dose activity, negative = inhibition, most hits filed as inhibitors; note: potency is the fitted concentration of half-maximal effect; % is set by controls: 0 for no effect and ±100 for the full control effect; nearly all actives have a fitted effect of over 45% in size; many of its hits are not listed in these tables
Starred values were filed as active, the others as inactive; i = inactive; u = inconclusive; x = no result given; & = joins results of further samples; [ ] = remark or other dose. Unless noted, calls come from the whole dose curve; as a rule, active = well fitted curve in the direction sought with a large enough effect; inconclusive = small, poorly fitted or top-dose-only effect, or another doubt; inactive = no such curve, though single readings can be large; an effect the other way counts as inactive or inconclusive. A portion of the library, so the mix of outcomes need not match the whole.

SMILES	pAkt inh	Nrf2 block	Nrf2 activator	TGFb SMAD3 inh	MmCpn inh	A549 tox	CCT chaperon mod	EPAC2 agonist	EPAC2 antagonist
COc1ccccc1-c1nc(SCc2ccccn2)n[nH]1	i	u	12%	0%	u	17%	-2.4	10%	-5%
O=C(CNS(=O)(=O)c1cccs1)NCc1ccc(F)cc1	i	3%	0.3%	-3%	1%	3%	1.9	12%	-3%
CCN(C(=O)c1cc2c(=O)n3ccccc3nc2n1C)C1CCCCC1	i	21%	0.3%	11%	-3%	15%	1.2	-3%	3%
O=C(Cn1c(=O)n(CCCS(=O)(=O)C2CCCCC2)c(=O)c2ccccc21)Nc1ccc(F)c(Cl)c1	x	7%	1.6%	-11%	x	-5%	x	x	x
O=C(CN1C(=O)c2ccccc2C1=O)Nc1ccccc1N1CCOCC1	i	-6%	-0.2%	-12%	-1%	3%	0.0	1%	-16%
CC(C)(C)C(=O)NNC(=O)c1cnccn1	i	-2%	-1.1%	1%	0%	6%	1.0	3%	4%
Nc1nonc1-c1noc(CCCOc2ccc(Cl)cc2Cl)n1	i	u	-0.2%	-1%	0%	1%	1.5	2%	7%[57.1 µM]
Cc1ccc(C)c(-c2csc(NC(=O)c3c(C)noc3C)n2)c1	i	u	1.8%	-13%	-5%	-2%	0.6	6%	8%
COc1ccc([C@@H]2[C@@H]3C(=O)N(C(C)(C)C)C(=O)[C@@H]3[C@]3(C)C(=O)N(c4cccc(C)c4)C(=O)N23)cc1	i	-8%	0.7%	-1%	2%	1%	-1.7	6%	12%
FC(F)(F)c1cccc(-c2cncc(N3CCN(CCN4CCCC4)CC3)n2)c1	i	x	6.0%	22%	x	x	-0.8	4%	3%
Cc1cc(N)n(-c2ccccc2)n1	i	9%	-0.4%	-6%	1%	0%	-7.0	14%	1%
COC(CNC(=O)C1CCCN1C(=O)OCc1ccccc1)OC (stereo not given)	i	-9%	-1.4%	-9%	1%	4%	-3.5	0%	-10%
CCn1cc(C(=O)NCc2ccc(OC)cc2)c(=O)c2ccc(C)nc21	i	0%	-0.1%	-1%	-1%	-4%	-2.8	9%	0%
c1ccc(COCCCn2cc(-c3ccccc3)nn2)cc1	i	20%	3.5%	-17%	1%	-5%	-1.8	9%	2%
CCOc1ccc(/C=N/NC(=O)c2ccc(Cn3cc([N+](=O)[O-])cn3)o2)cc1	i	13%	3.4%	-6%	x	4%	-1.4	0%	-3%
Cc1cc(OC(C)C(=O)NCCCN2CCOCC2)c2c(C)cc(=O)oc2c1 (stereo not given)	x	-9%	-0.3%	-6%	-2%	9%	1.1	7%	-6%
COC(=O)[C@H](C)NC(=O)Nc1cccc(C)c1	i	x	-0.4%	9%	0%	-2%	-1.9	8%	6%
Cc1ccccc1-n1c(=O)cc(N2CCC3(CC2)OCCO3)[nH]c1=O	i	1%	0.0%	14%	-1%	1%	1.6	-1%	0%
CCN(CC)S(=O)(=O)c1ccc(C)c(NC(=S)NNC(=O)C2CC2)c1	i	6%	0.0%	6%	4%	-3%	-1.2	-8%	1%
CC(C)(C)[C@H]1COC(=O)CC/C=C\C[C@@H](CC(=O)N[C@H](CO)Cc2ccccc2)C(=O)N1	i	8%	-0.6%	17%	-7%	-1%	-3.8	0%	19%

Complete entries, quoted from the list:
`O=C(CN1C(=O)c2ccccc2C1=O)Nc1ccccc1N1CCOCC1` is listed as pAkt inh: i; Nrf2 block: -6%; Nrf2 activator: -0.2%; TGFb SMAD3 inh: -12%; MmCpn inh: -1%; A549 tox: 3%; CCT chaperon mod: 0.0; EPAC2 agonist: 1%; EPAC2 antagonist: -16%
`Cc1cc(OC(C)C(=O)NCCCN2CCOCC2)c2c(C)cc(=O)oc2c1` (stereo not given) is listed as pAkt inh: x; Nrf2 block: -9%; Nrf2 activator: -0.3%; TGFb SMAD3 inh: -6%; MmCpn inh: -2%; A549 tox: 9%; CCT chaperon mod: 1.1; EPAC2 agonist: 7%; EPAC2 antagonist: -6%

(next part)
SMILES	pAkt inh	Nrf2 block	Nrf2 activator	TGFb SMAD3 inh	MmCpn inh	A549 tox	CCT chaperon mod	EPAC2 agonist	EPAC2 antagonist
O=c1cc(CSc2nnc(-c3cccs3)n2Cc2ccccc2)nc2sc3ccccc3n12	i	26µM*	-0.5%	1%	-3%	-29%	-2.3	3%	8%
Cc1nc2c(-c3ccccc3)c(C)nn2c(C)c1CCC(=O)O	i	-20%	-0.6%	u	-8%	0%	0.0	4%	-7%
Cc1ccccc1CSc1nc(-c2cccc(F)c2)nc2c1Cc1c(CO)cnc(C)c1O2	x	24%	16%	-12%	x	0%	x	x	x
CC1CCC(NCCNC(=O)c2ccco2)CC1 (stereo not given)	i	16%	-0.2%	-17%	0%	-3%	-0.2	-7%	-1%
Cc1ccc(C(=O)NCCNc2ccc([N+](=O)[O-])cc2C(F)(F)F)cc1	i	-12%	0.5%	-6%	-1%	-8%	1.2	10%	7%
CCOC(=O)c1ccccc1NC(=O)Cn1c(-c2nonc2N)nc2ccccc21	i	-12%	-0.7%	u	0%	x	-1.6	-7%	0%
CC(C)c1ccc(NC(=O)C(c2ccccc2)N2CCN(C=O)CC2)cc1 (stereo not given)	i	5%	0.3%	14%	1%	-2%	-1.4	-5%	-2%
Cc1cc(NC(=O)CCN2C(=O)/C(=C\c3ccccc3Cl)SC2=S)no1	i	24%	-0.3%	7%	-2%	-4%	-0.8	-6%	17%
Cc1ncsc1CCSc1nc2ccccc2c(=O)n1C	i	u	24%	-21%	2%	-2%	2.3	12%	-2%
CCCCOCCCNC(=O)c1cccc(OC)c1	i	-7%	-0.4%	0%	-1%	0%	-1.3	12%	1%
CC1CCCC(NC(=O)CSc2nnc(-c3cccnc3)o2)C1C (stereo not given)	i	x	-1.0%	8%	x	x	0.5	-4%	-6%
CC(=O)NC1=NN(C(C)=O)C(C)(c2ccccc2)S1 (stereo not given)	i	-23%	-0.2%	1%	-7%	-12%	-0.3	2%	-3%
O=C(O)c1ccc(N2C(=O)CC(Cc3ccccc3)C2=O)cc1 (stereo not given)	i	-7%	0.0%	-29%	1%	2%	-3.1	-6%	-5%
CCCCCCn1cc(CN2CC(N3CCN(Cc4cccc(C)c4)CC3)CS2(=O)=O)nn1 (stereo not given)	i	x	0.3%	x	x	x	0.8	1%	8%
Cc1ccc(NC(=O)CSc2ncc(-c3ccccc3)n2C(=O)c2ccccc2)cc1	i	12%	6.6%	-7%	1%	x	-0.2	13%	-1%
CC(C)=CCCC1(C)C=Cc2c(ccc3c2[nH]c2cc(O)c(C)cc23)O1 (stereo not given)	i	1%	-2.8%	u	x	-18%	-0.2	-12%	-12%
CCC1CCCCN1CCCNC(=O)C1CCC(Cn2c(=O)[nH]c3ccccc3c2=O)CC1 (stereo not given)	x	18%	0.2%	-11%	-1%	-3%	1.2	0%	5%
CC(CNc1ccccc1O)C(=O)O (stereo not given)	i	9%	4.4%	-60%	-1%	-30%	0.5	-1%	17%
O=C(CC1C(=O)NCCN1Cc1ccc(-c2ccccc2)cc1)NCCOc1cccnc1 (stereo not given)	i	u	-0.1%	-14%	-4%	-1%	-0.6	0%	-4%
COC(=O)c1c(NC(=O)CCNCc2ccco2)sc2c1CCC2	i	u	4.0%	-9%	0%	1%	-0.2	3%	-1%

The list goes on, starting with the last 2 of the part before.
SMILES	pAkt inh	Nrf2 block	Nrf2 activator	TGFb SMAD3 inh	MmCpn inh	A549 tox	CCT chaperon mod	EPAC2 agonist	EPAC2 antagonist
O=C(CC1C(=O)NCCN1Cc1ccc(-c2ccccc2)cc1)NCCOc1cccnc1 (stereo not given)	i	u	-0.1%	-14%	-4%	-1%	-0.6	0%	-4%
COC(=O)c1c(NC(=O)CCNCc2ccco2)sc2c1CCC2	i	u	4.0%	-9%	0%	1%	-0.2	3%	-1%
CNc1c([N+](=O)[O-])cnn1-c1ccc(F)cc1	i	-3%	0.0%	1%	3%	-14%	-0.8	11%	23%
CCC(=O)N1CCc2cc(S(=O)(=O)CCC(=O)Nc3cccc(C)n3)ccc21	i	-16%	-0.1%	-26%	-1%	-2%	-0.8	8%	-4%
C=CCN1C(=O)[C@]2(c3ccccc31)C1CCCC=C1C(C#N)=C(N)C2(C#N)C#N (stereo not given in full)	i	-18%	0.0%	5%	-9%	-9%	-1.3	-11%	14%
Cc1nnc(SCC(=O)NNC(=O)c2ccc(Br)cc2)n1C	i	30%	-0.2%	-3%	5%	16%	-2.2	4%	-9%
N=C(N)SCc1nc2ccccc2c(=O)n1-c1ccccc1	i	u	5.7%&16%	19%&14%	-1%&1%	u	-4.0&2.1	-4%&-6%	17%&2%
CCCCC(C(=O)O)C(C)CC(=O)Nc1nncs1 (stereo not given)	i	3%	-0.3%	5%	u	-2%	-2.5	3%	5%
CCC(C(=O)Nc1c2c(nn1C(C)(C)C)CS(=O)(=O)C2)c1ccccc1 (stereo not given)	i	5%	-1.2%	u	2%	0%	-2.1	2%	8%
O=C(O)c1cccc2c1/C(=N/Nc1ccc([N+](=O)[O-])cc1[N+](=O)[O-])c1ccccc1-2	i	-4%	3.6%	-6%	1%	5%	-1.3	9%	13%
C=CCOc1ccc(C(=O)Nc2ccc(OCC)cc2)cc1	i	24%	0.2%	-2%	-2%	-4%	1.1	-2%	15%

Random excerpt: two records from the list, in no set order.
SMILES	pAkt inh	Nrf2 block	Nrf2 activator	TGFb SMAD3 inh	MmCpn inh	A549 tox	CCT chaperon mod	EPAC2 agonist	EPAC2 antagonist
CCCCC(C(=O)O)C(C)CC(=O)Nc1nncs1 (stereo not given)	i	3%	-0.3%	5%	u	-2%	-2.5	3%	5%
CNc1c([N+](=O)[O-])cnn1-c1ccc(F)cc1	i	-3%	0.0%	1%	3%	-14%	-0.8	11%	23%

Bioassay records deposited in PubChem BioAssay by National Center for Advancing Translational Sciences (NCATS).
